Source: PubChem BioAssay (several laboratories)
NRP1-CendR mod = modulators of CendR peptide binding to NRP-1, primary screen, biochemical, fluorescence polarization, uHTS | Neuropilin-1 (Homo sapiens), O14786 | FAM-RPARPAR peptide binding to NRP-1 | inhibition, % at 25 µM | 0.85% of 360,000 active | AID 602438, 2012;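 active = inhibition or corrected inhibition above about 18%, plus a signal ratio from 0.5 to 1.5, limit read from the data, passing the limit was not always enough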; note: strong numbers were not always called active
MsrA inh = bovine MsrA enzyme inhibitors, primary screen, biochemical, absorbance, HTS | AID 651718, 2012 | inhibition, % at 15.5 µM | Methionine sulfoxide reductase A (Bos taurus) | 0.75% of 360,000 active | purified bovine MsrA, absorbance read-out; in the data active = inhibition above about 4.5%;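 note: 0% = vehicle wells with enzyme and 100% = reference inhibitor wells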
DNMT1 block = human DNMT1 methyltransferase inhibitors, primary screen, biochemical, molecular beacon, fluorescence, HinP1I cleavage, uHTS. inhibition (reported as % activation of signal), % at 10 µM. AID 588458, 2011. 0.83% of 360,000 active; in the data active = inhibition above about 50%
bovine MsrA act = bovine MsrA enzyme activators, primary screen, biochemical, absorbance, HTS; 0.3% of 360,000 active; activation, % at 10.6 µM; AID 602163, 2012; purified bovine MsrA, absorbance read-out; Methionine sulfoxide reductase A (Bos taurus); in the data active = activation above about 7.5%;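 note: 0% = vehicle and 100% = reference activator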
LMPTP block = LMPTP phosphatase inhibitors, primary screen, biochemical, fluorescence intensity, uHTS | Low molecular weight phosphotyrosine protein phosphatase (Homo sapiens), P24666 | recombinant LMPTP-A, OMFP fluorogenic substrate | inhibition, % at 20 µM | 0.22% of 360,000 active;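 active = compounds that cut the enzyme signal by at least half of the control window in the single-dose screen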;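 note: plate controls were DMSO wells with enzyme plus substrate for no effect and substrate without enzyme for full effect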
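Test system – LMPTP-A enzyme · Amount – LMPTP-A at 0.625 nM final in the reaction · Buffer or medium – Bis-Tris pH 6.0, DTT, detergent · Reagent – OMFP 400 µM · Doses – single 20 µM dose · Schedule – reaction 50 min, room temperature, dark · Detection – fluorescence intensity of OMFP turnover product · Evaluation – percent inhibition versus substrate-only and uninhibited controls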
Scp-1 inhibitor = Scp-1 phosphatase inhibitors, primary screen, biochemical, colorimetric, uHTS. Carboxy-terminal domain RNA polymerase II polypeptide A small phosphatase 1 (Homo …. 0.88% of 340,000 active. Recombinant Scp1, phosphopeptide, malachite green phosphate absorbance. inhibition, % at 20 µM;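 active = inhibition above about 50% at 20 µM, limit read from the data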;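 note: plate controls were DMSO wells with enzyme for no effect and wells lacking enzyme for full effect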
Target sequence (Q9GZU7 76-261 limits assumed): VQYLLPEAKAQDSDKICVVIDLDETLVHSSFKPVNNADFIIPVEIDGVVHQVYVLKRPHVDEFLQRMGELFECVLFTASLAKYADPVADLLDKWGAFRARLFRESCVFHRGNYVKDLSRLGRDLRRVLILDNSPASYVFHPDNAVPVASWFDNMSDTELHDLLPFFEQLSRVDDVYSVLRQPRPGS
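Test system: SCP-1 catalytic domain; Buffer or medium: Acidic Tris acetate buffer with magnesium and detergent; Also added: Phosphorylated 17-residue peptide substrate; Compound: single 20 µM dose, 1% DMSO; Schedule: enzyme reaction 45 min at room temperature, colour 5 min, stabilisation 30 min; Signal: Phosphate-binding colour reagent, absorbance read at 630 nm.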
SUMO1-SIM PPI = modulators of SUMO1 protein-protein interactions, primary screen, biochemical, uHTS; Small ubiquitin-related modifier 1 (Homo sapiens), P63165; SUMO1 binding to a labelled peptide, TR-FRET, 1 h; inhibition, % at 20 µM; 0.33% of 360,000 active; AID 602429, 2012; in the data active = inhibition above about 37%
Target sequence (P63165 whole entry, looked up): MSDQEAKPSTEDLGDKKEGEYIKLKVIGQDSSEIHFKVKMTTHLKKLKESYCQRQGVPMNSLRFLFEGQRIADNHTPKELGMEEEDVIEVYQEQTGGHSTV
Tb MetRS inh = T. brucei MetRS inhibitors, primary screen, biochemical, luminescence. methionyl-tRNA synthetase (Trypanosoma brucei brucei). purified T. brucei MetRS, ATP depletion, Kinase-Glo luminescence. inhibition, % at 11.9 µM. 0.4% of 360,000 active;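 active = inhibition above a per-plate cutoff of the control wells' mean inhibition plus 3 SD, cut at about 5.5% in these data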;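 note: 0% = DMSO wells median and 100% = median of wells with control inhibitor compound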
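Material: parasite MetRS enzyme / Replication: singlicate, one well per compound / Signal: luminescence of leftover ATP / Schedule: 2 h aminoacylation at 25 °C after 15 min preincubation / Medium: HEPES-MgCl2-KCl buffer plus DTT, spermine, BSA, pyrophosphatase / Doses: 11.9 µM single point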
eLon inh = inhibitors of E. coli Lon protease, primary screen, biochemical, fluorescence polarization; P0A9M0; purified E. coli Lon protease; inhibition, % at 7.94 µM; 0.42% of 360,000 active; AID 602123, 2011; in the data active = inhibition above about 13%, passing the limit was not always enough;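 note: 0% = enzyme with probe and DMSO and 100% = no enzyme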
Target sequence (P0A9M0 whole entry, looked up): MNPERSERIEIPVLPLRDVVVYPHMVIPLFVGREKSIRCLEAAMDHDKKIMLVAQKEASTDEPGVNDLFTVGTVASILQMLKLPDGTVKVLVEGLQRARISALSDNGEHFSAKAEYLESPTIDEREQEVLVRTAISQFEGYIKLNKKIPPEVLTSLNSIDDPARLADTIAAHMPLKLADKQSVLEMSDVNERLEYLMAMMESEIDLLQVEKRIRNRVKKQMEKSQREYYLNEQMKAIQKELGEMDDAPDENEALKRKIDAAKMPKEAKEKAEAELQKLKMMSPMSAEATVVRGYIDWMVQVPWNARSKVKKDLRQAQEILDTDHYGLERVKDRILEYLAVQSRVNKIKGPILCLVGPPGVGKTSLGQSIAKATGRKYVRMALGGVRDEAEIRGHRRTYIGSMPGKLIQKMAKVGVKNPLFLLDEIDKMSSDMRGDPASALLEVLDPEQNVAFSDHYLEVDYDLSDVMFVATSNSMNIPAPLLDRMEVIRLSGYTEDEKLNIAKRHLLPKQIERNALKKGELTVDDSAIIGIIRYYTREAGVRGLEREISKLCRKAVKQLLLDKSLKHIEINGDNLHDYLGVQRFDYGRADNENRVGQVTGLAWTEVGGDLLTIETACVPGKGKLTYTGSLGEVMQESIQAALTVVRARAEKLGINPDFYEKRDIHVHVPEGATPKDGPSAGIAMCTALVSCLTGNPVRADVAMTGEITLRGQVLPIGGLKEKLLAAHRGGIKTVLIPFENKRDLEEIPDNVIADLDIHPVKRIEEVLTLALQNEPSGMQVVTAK
STEP block = STEP phosphatase inhibitors, primary screen, biochemical, fluorescence intensity, uHTS | Tyrosine-protein phosphatase non-receptor type 5 (Homo sapiens), P54829 | 0.25% of 360,000 active | AID 588621, 2011 | inhibition, % at 20 µM | recombinant STEP, OMFP fluorogenic substrate;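 active = inhibition at 20 µM, scaled per plate between control wells, above about 37%, limit read from the data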;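 note: 0% = DMSO with enzyme and substrate and 100% = substrate only without enzyme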
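Material: STEP (striatal-enriched tyrosine phosphatase) enzyme, cell-free | Medium: 50 mM Bis-Tris pH 6.0 with 2.5 mM DTT and 0.005% Tween 20 | Read-out: Percent inhibition scaled to no-enzyme and uninhibited-enzyme controls, plate-pattern corrected | Signal: Fluorescence read at 480 nm ex / 540 nm em | Times: 20 min reaction, room temperature, in the dark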
The depositor's hits bear a star.

Screening CCCC(=O)N1CCC1(C)C(=O)Nc1cc(OC)ccc1OC (centres undefined) returned NRP1-CendR mod -4, DNMT1 block -1, bovine MsrA act -7, LMPTP block -1.3, SUMO1-SIM PPI 1, Tb MetRS inh -0.1, eLon inh -7 and STEP block -3.
C=CCNC(=O)c1ccccc1NC(=O)c1ccccc1 was read as NRP1-CendR mod 6, MsrA inh -0.5, DNMT1 block 3, bovine MsrA act 0, LMPTP block -0.4, Scp-1 inhibitor -4, SUMO1-SIM PPI 1, Tb MetRS inh -0.1, eLon inh -1 and STEP block 1.
Screening O=C(O)c1ccc2c(c1)C(=O)N(Cc1ccccc1)C2=O returned NRP1-CendR mod -3, MsrA inh -0.9, DNMT1 block 4, bovine MsrA act -3, LMPTP block -1.1, Scp-1 inhibitor -5, SUMO1-SIM PPI -17, Tb MetRS inh 0.6, eLon inh -2 and STEP block 2.
`Cc1[nH]nc2c1C1(CCC(c3ccccc3)CC1)C(C#N)=C(N)O2` (centres undefined) gave NRP1-CendR mod 7, MsrA inh -0.2, DNMT1 block -3, bovine MsrA act -10, LMPTP block -0.3, Scp-1 inhibitor -14, SUMO1-SIM PPI 1, Tb MetRS inh -1.2, eLon inh -1 and STEP block -2.
Cc1ccc(S(=O)(=O)c2n[nH]n3c2nc(=O)c2ccccc23)cc1 was read as NRP1-CendR mod -12, MsrA inh -1.1, DNMT1 block 1, bovine MsrA act -1, LMPTP block -1.2, Scp-1 inhibitor -5, SUMO1-SIM PPI 17, Tb MetRS inh 0.3, eLon inh 0 and STEP block 0.
Screening O=[N+]([O-])c1cc(S(=O)(=O)NCCN2CCOCC2)ccc1Sc1nnnn1-c1ccccc1 returned NRP1-CendR mod -7, MsrA inh 0.2, DNMT1 block 5, bovine MsrA act -2, LMPTP block -0.1, Scp-1 inhibitor -5, SUMO1-SIM PPI -30, Tb MetRS inh -0.5, eLon inh -17 and STEP block -1.
For CS(=O)(=O)Cc1cc(Sc2ccccc2)nc(-c2ccncc2)n1 the results were NRP1-CendR mod 23*, MsrA inh -0.1, DNMT1 block -1, bovine MsrA act -1, LMPTP block 1.2, Scp-1 inhibitor -3, SUMO1-SIM PPI 0, Tb MetRS inh -1.0, eLon inh -4 and STEP block 0.
`CCCN1CCN(C(=O)Nc2ccc(C(=O)OCC)cc2)CC1` gave NRP1-CendR mod -3, MsrA inh -0.5, DNMT1 block -3, bovine MsrA act -2, LMPTP block -2.1, Scp-1 inhibitor -7, SUMO1-SIM PPI 4, Tb MetRS inh 0.2, eLon inh 0 and STEP block -2.
For COc1ccccc1OCCNC(=O)c1cccc(S(=O)(=O)NCc2ccccc2)c1 the results were NRP1-CendR mod 10, MsrA inh 0.3, DNMT1 block -2, bovine MsrA act -7, LMPTP block 2.3, Scp-1 inhibitor 10, SUMO1-SIM PPI -2, Tb MetRS inh -0.1, eLon inh -11 and STEP block -2.
CCCCc1c(-c2cccc(F)c2)ncn1CCc1ccccc1OC was read as NRP1-CendR mod -2, MsrA inh 0.4, bovine MsrA act 6, LMPTP block 5.0, SUMO1-SIM PPI 12, Tb MetRS inh -1.2 and eLon inh -2.
Screening CC1CCc2cc(F)cc3c(=O)c(C(=O)O)cn1c23 (centres undefined) returned NRP1-CendR mod -4, MsrA inh 0.9, DNMT1 block 4, bovine MsrA act -8, LMPTP block -2.8, Scp-1 inhibitor 44, SUMO1-SIM PPI 5, Tb MetRS inh -1.4, eLon inh -3 and STEP block 3.
For CCOC(=O)C1=C(C)N=c2sc(=Cc3cc(Cl)c(OCC(=O)O)c(OC)c3)c(=O)n2C1c1ccccc1Cl (centres undefined) the results were NRP1-CendR mod -118, MsrA inh 0.2, DNMT1 block 5, bovine MsrA act -9, LMPTP block 5.2, SUMO1-SIM PPI 1, Tb MetRS inh 1.0, eLon inh -24 and STEP block 6.
Screening C(=N\N(c1ccccc1)c1ccccc1)/c1ccc(N2CCOCC2)s1 returned NRP1-CendR mod -14, MsrA inh 1.2, DNMT1 block -2, bovine MsrA act -2, LMPTP block 2.4, Scp-1 inhibitor -2, SUMO1-SIM PPI -2, Tb MetRS inh -0.6, eLon inh -7 and STEP block 1.
For O=C1NC(Cc2ccc(O)cc2)c2nc3cc(F)ccc3c(=O)n2-c2ncccc21 (centres undefined) the results were NRP1-CendR mod 2, MsrA inh 0.1, DNMT1 block 1, bovine MsrA act -2, LMPTP block -0.4, SUMO1-SIM PPI 1, Tb MetRS inh -0.6, eLon inh 8 and STEP block -2.
Cc1ccc(S(=O)(=O)N(C)c2cc(S(N)(=O)=O)c(C)cc2C)cc1 was read as NRP1-CendR mod 0, MsrA inh 1.8, DNMT1 block -6, bovine MsrA act -3, LMPTP block 1.3, Scp-1 inhibitor -2, SUMO1-SIM PPI 0, Tb MetRS inh -0.3, eLon inh 0 and STEP block -1.

The closing two records of the section above are carried over, then new ones follow.
For O=C1NC(Cc2ccc(O)cc2)c2nc3cc(F)ccc3c(=O)n2-c2ncccc21 (centres undefined) the results were NRP1-CendR mod 2, MsrA inh 0.1, DNMT1 block 1, bovine MsrA act -2, LMPTP block -0.4, SUMO1-SIM PPI 1, Tb MetRS inh -0.6, eLon inh 8 and STEP block -2.
Cc1ccc(S(=O)(=O)N(C)c2cc(S(N)(=O)=O)c(C)cc2C)cc1 was read as NRP1-CendR mod 0, MsrA inh 1.8, DNMT1 block -6, bovine MsrA act -3, LMPTP block 1.3, Scp-1 inhibitor -2, SUMO1-SIM PPI 0, Tb MetRS inh -0.3, eLon inh 0 and STEP block -1.
`COc1ccc(C(=O)NCc2cc(C(C)C)no2)cc1OC1CCN(C(C)C)CC1` gave NRP1-CendR mod 19, MsrA inh 1.5, DNMT1 block 0, bovine MsrA act -5, LMPTP block -2.3, Scp-1 inhibitor 3, SUMO1-SIM PPI 6, Tb MetRS inh -0.6, eLon inh 0 and STEP block -1.
CCOC(=O)C1=CN(Cc2ccccc2)CCC1=O was read as NRP1-CendR mod 20, MsrA inh 1.1, DNMT1 block 4, bovine MsrA act -6, LMPTP block -1.2, Scp-1 inhibitor -11, SUMO1-SIM PPI 2, Tb MetRS inh -1.9, eLon inh -9 and STEP block 2.
`CSc1n[nH]c(NC(C)=O)n1` gave NRP1-CendR mod -2, MsrA inh -0.8, DNMT1 block 0, bovine MsrA act -6, LMPTP block -2.9, Scp-1 inhibitor 4, SUMO1-SIM PPI 1, Tb MetRS inh -0.9, eLon inh -7 and STEP block 2.
CC1(C)C(=O)Nc2ccccc2N1C(=O)Cn1ncc(Cl)c(Cl)c1=O was read as NRP1-CendR mod -6, MsrA inh -0.4, DNMT1 block -6, bovine MsrA act -4, LMPTP block -0.3, Scp-1 inhibitor 6, SUMO1-SIM PPI -5, Tb MetRS inh 0.2, eLon inh 1 and STEP block -2.
`CCCc1nnc(SCC(=O)Nc2ccc(Cl)cc2Cl)o1` gave NRP1-CendR mod 0, MsrA inh -1.1, DNMT1 block -1, bovine MsrA act -1, LMPTP block -0.3, Scp-1 inhibitor -3, SUMO1-SIM PPI -4, Tb MetRS inh -0.6, eLon inh 11 and STEP block 0.
`CCN(CC)CCNC(=O)c1ccc(NC(=O)c2cccc(S(=O)(=O)Nc3ccc(C)cc3)c2)cc1` gave NRP1-CendR mod -7, MsrA inh -1.4, DNMT1 block -4, bovine MsrA act -3, LMPTP block -0.2, Scp-1 inhibitor -3, SUMO1-SIM PPI 4, Tb MetRS inh -0.5, eLon inh 5 and STEP block -3.
Cc1nc(Nc2c(Cl)cccc2Cl)sc1C(=O)Nc1ccccc1 was read as NRP1-CendR mod 10, MsrA inh 1.6, DNMT1 block -3, bovine MsrA act -3, LMPTP block -1.1, Scp-1 inhibitor -7, SUMO1-SIM PPI 3, Tb MetRS inh -0.3, eLon inh 3 and STEP block -2.
Screening CC(NC(=O)Cn1nc(C(=O)O)c2ccccc2c1=O)C12CC3CC(CC(C3)C1)C2 (centres undefined) returned NRP1-CendR mod 2, MsrA inh 0.1, DNMT1 block 1, bovine MsrA act -6, LMPTP block 0.6, Scp-1 inhibitor -1, SUMO1-SIM PPI 0, Tb MetRS inh -0.7, eLon inh -7 and STEP block 3.
Screening CC(Cc1ccccc1)N1C(=O)c2cccc([N+](=O)[O-])c2C1=O (centres undefined) returned NRP1-CendR mod 7, MsrA inh 0.3, DNMT1 block 2, bovine MsrA act 0, LMPTP block -1.2, Scp-1 inhibitor -7, SUMO1-SIM PPI -31, Tb MetRS inh 0.0, eLon inh 5 and STEP block 0.
`COc1cc(-n2nnnc2SC)c(OC)cc1Cl` gave NRP1-CendR mod 0, MsrA inh 1.5, DNMT1 block -6, bovine MsrA act 4, LMPTP block 1.2, Scp-1 inhibitor 1, SUMO1-SIM PPI 2, Tb MetRS inh -0.2, eLon inh -6 and STEP block -1.
For O=C(CNC(=O)c1ccc(-c2ccccc2)cc1)OCc1ccc(Br)cc1 the results were NRP1-CendR mod -1, MsrA inh 0.8, DNMT1 block 2, bovine MsrA act -1, LMPTP block -0.1, Scp-1 inhibitor -7, SUMO1-SIM PPI 2, Tb MetRS inh -0.2, eLon inh -6 and STEP block -1.
Screening CN1CCN(C(=O)Nc2cccc(-c3ccccc3)c2)CC1 returned NRP1-CendR mod 4, MsrA inh 4.6*, DNMT1 block 1, bovine MsrA act -5, LMPTP block -1.7, Scp-1 inhibitor 4, SUMO1-SIM PPI -1, Tb MetRS inh 0.3, eLon inh -10 and STEP block -2.
`CCOC(=O)CSc1nc2cc(OCC)ccc2cc1C#N` gave NRP1-CendR mod -2, MsrA inh 0.1, DNMT1 block 7, bovine MsrA act -9, LMPTP block -0.3, Scp-1 inhibitor -9, SUMO1-SIM PPI -26, Tb MetRS inh -1.2, eLon inh -4 and STEP block 0.
Screening CC(C)Cn1cnc2c(=O)oc3ccccc3c21 returned NRP1-CendR mod 1, MsrA inh -0.4, DNMT1 block 0, bovine MsrA act 0, LMPTP block 1.1, Scp-1 inhibitor 6, SUMO1-SIM PPI 13, Tb MetRS inh -0.2, eLon inh -1 and STEP block -3.
